Screening data from PubChem.
EPAC1 antag = antagonists of human EPAC1. Potency, µM (top dose mostly 115 µM), without a hit: top-dose activity change, negative = inhibition, actives largely listed as inhibitors. AID 720709. O95398. EPAC1 GEF assay, Rap1b-BODIPY-GDP exchange fluorescence. 0.14% of 360,000 active;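 also: potency is read from the fitted curve at half-maximal effect; plate controls were vehicle for no effect and positive control for full effect; nearly all actives have a fitted effect of over 50% in size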
Target sequence (O95398 whole entry, looked up): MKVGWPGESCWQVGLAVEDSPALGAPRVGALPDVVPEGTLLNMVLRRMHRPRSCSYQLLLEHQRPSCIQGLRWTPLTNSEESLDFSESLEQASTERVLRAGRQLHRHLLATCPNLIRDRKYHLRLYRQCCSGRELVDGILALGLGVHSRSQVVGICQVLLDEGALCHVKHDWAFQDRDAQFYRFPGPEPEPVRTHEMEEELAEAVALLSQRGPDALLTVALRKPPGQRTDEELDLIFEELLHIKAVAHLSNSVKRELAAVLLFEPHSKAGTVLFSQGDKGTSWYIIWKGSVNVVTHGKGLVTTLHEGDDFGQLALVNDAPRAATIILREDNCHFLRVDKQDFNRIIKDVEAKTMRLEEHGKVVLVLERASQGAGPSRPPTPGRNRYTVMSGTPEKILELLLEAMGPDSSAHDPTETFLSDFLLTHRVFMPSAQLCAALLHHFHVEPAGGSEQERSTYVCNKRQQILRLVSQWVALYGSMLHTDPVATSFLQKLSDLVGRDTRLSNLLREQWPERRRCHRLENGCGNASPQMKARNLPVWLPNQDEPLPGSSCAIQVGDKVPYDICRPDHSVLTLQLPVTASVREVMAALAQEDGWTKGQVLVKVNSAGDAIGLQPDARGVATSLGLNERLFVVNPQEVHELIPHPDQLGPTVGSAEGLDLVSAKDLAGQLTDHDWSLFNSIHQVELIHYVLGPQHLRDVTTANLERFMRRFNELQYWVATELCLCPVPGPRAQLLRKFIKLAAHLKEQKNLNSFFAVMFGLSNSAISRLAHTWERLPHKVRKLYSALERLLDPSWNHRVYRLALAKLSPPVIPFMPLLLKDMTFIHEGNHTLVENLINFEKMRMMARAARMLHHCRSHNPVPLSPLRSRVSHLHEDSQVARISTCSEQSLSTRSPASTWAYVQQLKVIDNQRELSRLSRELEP
EPAC2 antag = blocks human EPAC2 exchange factor; EPAC2 GEF exchange of Rap1B-BODIPY-GDP, fluorescence; Potency, µM (top dose mostly 114 µM), for inactives: top-dose activity, negative = inhibition, actives largely listed as inhibitors; 0.18% of 360,000 active; Q8WZA2; also: potency is read from the fitted curve at half-maximal effect; % is scaled to controls: 0 for no effect and ±100 for the full control effect; nearly all actives have a fitted effect of over 45% in size; many of its hits are not listed in these tables
MmCpn inh = inhibitors of Methanococcus maripaludis chaperonin (MmCpn); purified Mm-Cpn ATPase, ADP Transcreener TR-FRET; Potency, µM (highest dose often 76.9 µM), without a hit: at the top dose activity, negative = inhibition, actives largely listed as inhibitors; 0.031% of 330,000 active; AID 504842; also: potency is read from the fitted curve at half-maximal effect; % is scaled to controls: 0 for no effect and ±100 for the full control effect; nearly all actives have a fitted effect of over 80% in size
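Reaction buffer contained 30 mM Tris pH 7.4, 100 mM KCl, 5 mM MgCl2 and 1 mM DTT. Mm-CPN (25 nM final) hydrolysed 10 uM ATP over 30 min at 37°C; ADP was read by HTRF.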
CCT modulator = modulators of cytosolic chaperonin (CCT/TRiC) activity. purified chaperonin ATPase assay, HTRF ADP detection, 30 min. activity change, % (concentration not given with the values), hits read low. 0.3% of 360,000 active. AID 651819; in the data active = activity change below about -30%; also: % is scaled to controls: 0 for no effect and ±100 for the full control effect
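We incubate TRiC, 40 or 20 nM final, with library compounds at 76 uM and 10 uM ATP for 30 min at 37 °C. ADP formed is detected with Transcreener HTRF reagents after 30 min at room temperature.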
WRN inhibitor = inhibitors of human WRN helicase; Q14191; WRN helicase unwinding, fluorescent forked duplex, kinetic; 0.46% of 360,000 active; AID 651768; Potency, µM (series often up to 114 µM), for inactives: at the top dose activity change, negative = inhibition, usual class: inhibitors; also: potency is read from the fitted curve at half-maximal effect; % is scaled to controls: 0 for no effect and ±100 for the full control effect; nearly all actives have a fitted effect of over 55% in size
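Primary qHTS, 1536-well format. 20 nM WRN + compound, 15 min RT; start with 100 nM forked fluorophore/quencher duplex, 2 mM ATP (final); kinetic read ex 525/em 598 nm.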
EPAC1 agonist = agonists of human EPAC1 | O95398 | EPAC1 agonist qHTS, biochemical assay; response scale: 100% = response to 6.5 mM cAMP | 0.073% of 360,000 active | Potency, µM (doses to about 154 µM), for inactives: top-dose activation, most hits filed as activators | AID 720707; also: potency is read from the fitted curve at half-maximal effect; nearly all actives have a fitted effect of over 60% in size
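Fluorescent GDP-exchange assay: 100 nM EPAC1 with 250 nM Rap1B preloaded with BODIPY-GDP and 50 uM GDP; compounds tested as concentration series, 5 min at room temperature, then read every 5 min for 30 min (ex 480/em 540 nm); normalized to 6.5 mM cAMP.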
PI5P4Ka inh = inhibitors of human PI5P4K alpha | P48426 | PI5P4Kalpha enzyme, ADP-Glo luminescence, 60 min; active compounds read low | AID 652105 | max response, % | 1.2% of 330,000 active; active = max response of -50% or lower; inconclusive = between -30% and -50%; inactive = -30% or higher; also: value at the top dose of about 77 µM; % is scaled to controls: 0 for no effect and ±100 for the full control effect
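ADP-Glo luminescence end-point after a 60 min room-temperature kinase reaction. PI5P4Kalpha and substrate in HEPES pH 7.4 buffer with EGTA, 0.1% CHAPS and 5% DMSO; ATP at 5 microM final.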
PLK1 PBD block = inhibitors of human PLK1 polo-box domain binding; P53350; Plk1 PBD binding of FITC phosphopeptide, fluorescence polarization; Potency, µM, inactives show max response, negative = inhibition, usual class: inhibitors; 2.8% of 360,000 active; AID 720504; also: potency is read from the fitted curve at half-maximal effect; series mostly up to about 57 µM; % is scaled to controls: 0 for no effect and ±100 for the full control effect; nearly all actives have a fitted effect of over 65% in size
Active calls of the source: *; [ ] = another dose, or the depositor's remark. Unless noted, calls follow the shape of the dose curve; as a rule, active = well fitted curve in the direction sought with a large enough effect; inconclusive = small, poorly fitted or top-dose-only effect, or another doubt; inactive = no such curve, though single readings can be large; an effect the other way counts as inactive or inconclusive.

For CN(CCCC(=O)Nc1ccc(OC(F)F)cc1)S(=O)(=O)c1ccc(F)cc1 the results were EPAC1 antag 1%, EPAC2 antag -17%, MmCpn inh 1%, CCT modulator -1.5, WRN inhibitor -7%, EPAC1 agonist -5%, PI5P4Ka inh -5 and PLK1 PBD block 1%.
O=C(/C=C/c1cccs1)NNC(=O)c1cccc([N+](=O)[O-])c1 was read as EPAC1 antag -7%, EPAC2 antag -8%, MmCpn inh -12%, CCT modulator 0.4, WRN inhibitor -2%, EPAC1 agonist 5%, PI5P4Ka inh 2 and PLK1 PBD block -5%.
For CCOC(=O)Cn1cc(/C=C(/C#N)C(=O)NC(C)C)c2ccccc21 the results were EPAC1 antag 9%, EPAC2 antag 14%, MmCpn inh 2%, CCT modulator -2.6, WRN inhibitor 8%, EPAC1 agonist 7%, PI5P4Ka inh -4 and PLK1 PBD block -1%.
c1ccc(-c2nnnc3ccccc23)cc1 was read as EPAC1 antag 14%, EPAC2 antag 11%, MmCpn inh 0%, CCT modulator -2.2, WRN inhibitor -15%[57.1 µM], EPAC1 agonist 6%, PI5P4Ka inh 1 and PLK1 PBD block 1%.
Screening O=C(NN1C(=O)NC2(CCCCC2)C1=O)c1cccs1 returned EPAC1 antag 7%, EPAC2 antag 22%, MmCpn inh -1%, CCT modulator 1.6, WRN inhibitor 3%, EPAC1 agonist 1%, PI5P4Ka inh 5 and PLK1 PBD block -6%.
O=C(Nc1ccc(N2CCN(C(=O)c3ccc(Cl)cc3)CC2)cc1)c1ccc2c(c1)OCCO2 was read as EPAC1 antag -4%, EPAC2 antag -4%, MmCpn inh 2%, CCT modulator -1.0, WRN inhibitor -7%, EPAC1 agonist 4% and PLK1 PBD block 0%.
Screening O=C1CN(S(=O)(=O)c2ccc(Cl)cc2C(F)(F)F)CCN1 returned EPAC1 antag 10%, EPAC2 antag 3%, MmCpn inh 0%, CCT modulator -3.7, WRN inhibitor -4%, EPAC1 agonist -1%, PI5P4Ka inh 7 and PLK1 PBD block -4%.
`CCN(C(=O)CN1CCOCC1)C1(C)C(=O)c2ccccc2C1=O` gave EPAC1 antag 9%, EPAC2 antag 15%, MmCpn inh 0%, CCT modulator -1.0, WRN inhibitor 4%, EPAC1 agonist 0%, PI5P4Ka inh 0 and PLK1 PBD block 1%.
CC(=O)c1ccc(NC(=O)COC(=O)C2CC3C=CC2C3)cc1 (configuration not stated) was read as EPAC1 antag -10%, EPAC2 antag -9%, MmCpn inh inconclusive, CCT modulator 0.0, WRN inhibitor -11%, EPAC1 agonist -6%, PI5P4Ka inh 6 and PLK1 PBD block -6%.
`COC(=O)C1CCN(C(=O)Cn2nnc(-c3ccccc3)n2)CC1` gave EPAC1 antag -17%, EPAC2 antag -11%, MmCpn inh 0%, CCT modulator -0.5, WRN inhibitor 1%, EPAC1 agonist 1%, PI5P4Ka inh 0 and PLK1 PBD block 3%.
Screening CO/C=C/C#CC1(O)CCN(C)CC1 returned EPAC1 antag 2%, EPAC2 antag 5%, MmCpn inh -1%, CCT modulator -1.8, WRN inhibitor 5%, EPAC1 agonist 4%, PI5P4Ka inh 2 and PLK1 PBD block 2%.
`O=[N+]([O-])c1cc(S(=O)(=O)C(F)(F)F)ccc1NCC1CCCO1` (configuration not stated) gave EPAC1 antag -16%, EPAC2 antag 1%, MmCpn inh 1%, CCT modulator 0.6, WRN inhibitor -5%, EPAC1 agonist -10%, PI5P4Ka inh 3 and PLK1 PBD block -28%.
COc1cc(C(=O)OCC2CC(c3ccccc3)=NO2)cc(OC)c1OC (configuration not stated) was read as EPAC1 antag inconclusive, EPAC2 antag 0%, MmCpn inh -1%, CCT modulator 1.1, WRN inhibitor 0%, EPAC1 agonist 11%, PI5P4Ka inh -7 and PLK1 PBD block -14%.
For O=C(NC(=S)N(CCO)Cc1ccccc1)c1ccc(S(=O)(=O)N2CCCC2)cc1 the results were EPAC1 antag -13%, EPAC2 antag 7%, MmCpn inh -3%, CCT modulator -3.0, WRN inhibitor 1%[57.1 µM], EPAC1 agonist -2%, PI5P4Ka inh -13 and PLK1 PBD block -18%.
Screening O=C(O)c1ccccc1SCc1csc(-c2ccccc2)n1 returned EPAC1 antag 3%, EPAC2 antag 0%, MmCpn inh -5%, CCT modulator 1.1, WRN inhibitor 7%, EPAC1 agonist 2%, PI5P4Ka inh -2 and PLK1 PBD block -1%.
CCN1CCN(C(=O)C(=O)c2cn(CC(=O)N(CC)CC)c3ccccc23)CC1 was read as EPAC1 antag 7%, EPAC2 antag 9%, MmCpn inh -4%, CCT modulator -0.9, WRN inhibitor 6%, EPAC1 agonist -2%, PI5P4Ka inh 7 and PLK1 PBD block 8%.
For Nc1nc(SCC(=O)N2CCCC2)[nH]c(=O)c1NC(=O)c1cccs1 the results were EPAC1 antag 13%, EPAC2 antag 8%, MmCpn inh -2%, CCT modulator -2.3, WRN inhibitor -3%, EPAC1 agonist -1%, PI5P4Ka inh 0 and PLK1 PBD block -12%.
`CCOC(=O)C1CCCN(C(=O)COc2ccc(S(=O)(=O)N(CC)c3ccccc3)cc2)C1` (configuration not stated) gave EPAC1 antag 13%, EPAC2 antag 7%, MmCpn inh 3%, CCT modulator -5.4, WRN inhibitor 4%, EPAC1 agonist -9%, PI5P4Ka inh -6 and PLK1 PBD block -1%.
Screening OC(c1ccc(F)cc1)c1ncc(-c2ccc3ccccc3c2)[nH]1 (configuration not stated) returned EPAC1 antag 8%, EPAC2 antag -5%, CCT modulator 0.6, WRN inhibitor -2%, EPAC1 agonist -8%, PI5P4Ka inh 4 and PLK1 PBD block -10%.
Screening Fc1ccc(OCc2nc(-c3ccncc3)n[nH]2)cc1 returned EPAC1 antag 3%, EPAC2 antag 11%, MmCpn inh -1%, CCT modulator -3.1, WRN inhibitor 0%, EPAC1 agonist 1%, PI5P4Ka inh 1 and PLK1 PBD block -8%.
For COc1cc(OC)c2c(=O)cc(-c3cccnc3)oc2c1 the results were EPAC1 antag -20%, EPAC2 antag 32%[activator], MmCpn inh -2%, CCT modulator 0.5, WRN inhibitor 8%, EPAC1 agonist -13%, PI5P4Ka inh -25 and PLK1 PBD block -4%.
Screening CCCNC(=O)CS(=O)(=O)c1ccccc1 returned EPAC1 antag 9%, EPAC2 antag 21%, MmCpn inh -3%, CCT modulator -2.0, WRN inhibitor 1%, EPAC1 agonist -4%, PI5P4Ka inh 3 and PLK1 PBD block 3%.
Screening N#Cc1ccccc1CSc1nnc(Cc2ccccc2)o1 returned EPAC1 antag -8%, EPAC2 antag -13%, MmCpn inh -2%, CCT modulator 1.0, WRN inhibitor -8%, EPAC1 agonist 8%, PI5P4Ka inh 0 and PLK1 PBD block -5%.
COc1ccc2cc(C(=O)C3CCCN(Cc4cnc(C)s4)C3)ccc2c1 (configuration not stated) was read as EPAC1 antag -12%, EPAC2 antag -3%, MmCpn inh -4%, CCT modulator -1.7, WRN inhibitor 0%, EPAC1 agonist 12%, PI5P4Ka inh 0 and PLK1 PBD block inconclusive.
`C#CC(C)(C)NC(=O)c1sccc1Oc1ccc(F)cc1[N+](=O)[O-]` gave EPAC1 antag 2%, EPAC2 antag -6%, MmCpn inh 2%, CCT modulator -3.4, WRN inhibitor -1%, EPAC1 agonist -3%, PI5P4Ka inh -9 and PLK1 PBD block -9%.
For Cc1ccc2c(Cl)c(C(=O)NCc3cccnc3)sc2c1 the results were EPAC1 antag 3%, EPAC2 antag 5%, MmCpn inh -3%, CCT modulator -2.3, WRN inhibitor 6%, EPAC1 agonist -6% and PLK1 PBD block 0%.
`CCOc1ccc(-n2c(Cc3cc(=O)[nH]c(=O)[nH]3)nnc2SCC)cc1` gave EPAC1 antag 7%, EPAC2 antag 11%[57.1 µM], MmCpn inh -1%, CCT modulator -1.2, WRN inhibitor 16%, EPAC1 agonist -1%, PI5P4Ka inh -3 and PLK1 PBD block -4%.
Screening COc1ccc(NC(=O)C23CC4CC(C2)CC(n2cnc(Br)n2)(C4)C3)c(OC)c1 returned EPAC1 antag -6%, EPAC2 antag 12%, MmCpn inh 4%, CCT modulator 0.6, WRN inhibitor -5%, EPAC1 agonist -9%, PI5P4Ka inh 0 and PLK1 PBD block -9%.
CCN(CC)C(=O)Oc1ccccc1NC(C)=O was read as EPAC1 antag 6%, EPAC2 antag 7%, MmCpn inh 1%, CCT modulator 0.3, WRN inhibitor 7%, EPAC1 agonist -1% and PLK1 PBD block -1%.
Screening Cc1ccc(S(=O)(=O)NC(=O)Nc2nc(-c3ccc(F)c(F)c3)cs2)cc1 returned EPAC1 antag -4%, EPAC2 antag 0%, MmCpn inh -1%, CCT modulator -2.5, WRN inhibitor -6%, EPAC1 agonist -3%, PI5P4Ka inh 5 and PLK1 PBD block -6%.
For CCC(=O)Nc1ccc(C(=O)CSc2nnc(-c3cccnc3)o2)cc1 the results were EPAC1 antag -12%, EPAC2 antag -1%, MmCpn inh -5%, CCT modulator -1.5, WRN inhibitor 2%, EPAC1 agonist 4%, PI5P4Ka inh -10 and PLK1 PBD block -10%.
COc1ccc(OCCC(=O)OCC(=O)c2ccc[nH]2)cc1 was read as EPAC1 antag 4%, EPAC2 antag -7%, MmCpn inh 0%, CCT modulator -3.8, WRN inhibitor 6%, EPAC1 agonist -2%, PI5P4Ka inh -6 and PLK1 PBD block -6%.
CCN(CC(=O)Nc1ccc(N2CCOCC2)cc1)CC(=O)NC(C)(C)C was read as EPAC1 antag 0%, EPAC2 antag 8%, MmCpn inh -1%, CCT modulator -1.3, WRN inhibitor 7%, EPAC1 agonist -4%, PI5P4Ka inh 4 and PLK1 PBD block -3%.
For CCC(C)(C)n1nnnc1C(c1ccc(N(C)C)cc1)N1CCN(C2CCCCC2)CC1 (configuration not stated) the results were EPAC1 antag -12%, EPAC2 antag -3%, MmCpn inh -2%, CCT modulator -2.7, WRN inhibitor 9%, EPAC1 agonist 3%, PI5P4Ka inh -1 and PLK1 PBD block -11%.

Three compounds out of the list, sorted by length of the SMILES, high to low.
Screening Cc1ccc(S(=O)(=O)NC(=O)Nc2nc(-c3ccc(F)c(F)c3)cs2)cc1 returned EPAC1 antag -4%, EPAC2 antag 0%, MmCpn inh -1%, CCT modulator -2.5, WRN inhibitor -6%, EPAC1 agonist -3%, PI5P4Ka inh 5 and PLK1 PBD block -6%.
CCN(CC(=O)Nc1ccc(N2CCOCC2)cc1)CC(=O)NC(C)(C)C was read as EPAC1 antag 0%, EPAC2 antag 8%, MmCpn inh -1%, CCT modulator -1.3, WRN inhibitor 7%, EPAC1 agonist -4%, PI5P4Ka inh 4 and PLK1 PBD block -3%.
For CCC(=O)Nc1ccc(C(=O)CSc2nnc(-c3cccnc3)o2)cc1 the results were EPAC1 antag -12%, EPAC2 antag -1%, MmCpn inh -5%, CCT modulator -1.5, WRN inhibitor 2%, EPAC1 agonist 4%, PI5P4Ka inh -10 and PLK1 PBD block -10%.

An excerpt. The share of hits here may be higher or lower than overall.
